Lamin A splicing: LMNA splicing modulation; Potency, µM (top dose mostly 46.1 µM), for inactives: top-dose ratio change, negative = inhibition, actives largely listed as inhibitors; 0.01% of 200,000 active; HeLa LMNA splicing GFP/RFP minigene ratio, 48 h; active means well fitted inhibition curve with a large enough effect in the signal ratio, with a control signal flat, not every such curve was filed as active; inconclusive means small, poorly fitted or top-dose-only effect, or effect the other way, or a change in a side signal; the % refers to the signal ratio
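S3 HeLa stable clones carrying a lamin A-EGFP splicing minigene plus DsRed2 were seeded at 600 cells/well in Opti-MEM with 2% FBS, pin-dosed and incubated 48 h at 37°C. Acumen cytometry (488 nm) gave the GFP/RFP total-intensity ratio.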
* marks the source's active call; other numbers are inactive results; ? = inconclusive; [ ] = another dose, or the depositor's remark. On the % scale 0 is the no-effect control and ±100 the full control effect; potency means the concentration at half of the fitted maximal effect. These rows are one share of the data. The share of hits here may be higher or lower than overall.

SMILES | Lamin A splicing
Cc1ccc(Cl)cc1N1CCN(C(=O)c2cnc(N3CCOCC3)c3ccccc23)CC1 | ?
O=C(CCC1N=C2c3ccccc3N=C(SCc3cccc(F)c3)N2C1=O)NCc1ccc(F)cc1 (stereo not given) | -4%[46 µM]
COc1cc(OC)c(NC(=O)N2CCc3cc(OC)c(OC)cc3C2CC(=O)O)cc1Cl (stereo not given) | -4%[46 µM]
CCOC(=O)c1c(C)oc2nc(C)nc(N(CC(C)C)CC(C)C)c12 | ?
Cc1nnc(NC(=O)CSc2nccn2Cc2ccc(F)cc2)s1 | ?
Cc1ccc(N2CCN(C(=O)Nc3cn(CC(C)C)c(=O)c4ccccc34)CC2)c(C)c1 | ?
Cc1ccc(NC(=O)CCS(=O)(=O)c2ccc(Br)cc2)c(C)c1 | -5%[46 µM]
COc1ccc(CC(=O)NCCS(=O)(=O)N2CCN(c3ccccc3F)CC2)cc1OC | -8%[46 µM]
COc1ccc(N2CCN(C(=O)c3c4c(nc5ccccc35)C(=O)N(C3CCCCC3)C4)CC2)cc1 | ?
CCc1ccccc1NC(=O)Cn1nc(C)c2nn(-c3ccc(Cl)cc3)c(C)c2c1=O | 11%[46 µM]
CC(C)Oc1ccc(CNC(=O)CN2C(=O)CCc3cc(S(=O)(=O)N4CCCCC4)ccc32)cc1 | 0%[46 µM]
CCOC(=O)c1c(C)[nH]c(C)c1S(=O)(=O)N1CCC(C(=O)N2CCN(c3cc(C)ccc3C)CC2)CC1 | -14%[46 µM]

Some of the entries so far, as tab-separated lines:
structure	Lamin A splicing
COc1ccc(CC(=O)NCCS(=O)(=O)N2CCN(c3ccccc3F)CC2)cc1OC	-8%[46 µM]
CC(C)Oc1ccc(CNC(=O)CN2C(=O)CCc3cc(S(=O)(=O)N4CCCCC4)ccc32)cc1	0%[46 µM]
COc1cc(OC)c(NC(=O)N2CCc3cc(OC)c(OC)cc3C2CC(=O)O)cc1Cl (stereo not given)	-4%[46 µM]
CCOC(=O)c1c(C)oc2nc(C)nc(N(CC(C)C)CC(C)C)c12	?
Cc1nnc(NC(=O)CSc2nccn2Cc2ccc(F)cc2)s1	?

Going on with the list:
SMILES | Lamin A splicing
CCN(CC)S(=O)(=O)c1ccc2c(c1)N(CC(=O)N1CCN(c3ccc(F)cc3)CC1)C(=O)CO2 | -6%[46 µM]
COc1ccc(NC(=O)C2CCN(c3nc4ccccc4[nH]3)CC2)cc1OC | ?
O=C(Nc1ccc(F)cc1Cl)c1cnc(N2CCOCC2)c2ccccc12 | -7%[46 µM]
CCOc1ccc(Nc2ncnc3scc(-c4ccc(OC)cc4)c23)cc1 | -26%[46 µM]
Nc1ncc(S(=O)(=O)NCc2ccccc2)cn1 | 8%[46 µM]
COc1ccc(-c2nn3c(=O)cc(CN4CCN(C(=O)/C=C/c5ccccc5)CC4)nc3s2)cc1 | -19%[46 µM]
COC(=O)c1ccc(NC(=O)c2c(NCc3ccc(C)o3)sc3c2CCCC3)cc1 | ?
Cc1cccc(NC(=O)CCn2cnc3ccccc3c2=O)c1 | -9%[46 µM]
COc1ccc(-c2nc3sc(CCNC(=O)C(=O)Nc4c(C)cccc4C)c(C)n3n2)cc1 | 5%[46 µM]
COc1ccc2nc(N(Cc3cccnc3)C(=O)CCc3ccccc3)sc2c1 | ?
O=C(CN1C(=O)COc2ccccc21)NCCc1ccc(Cl)cc1 | -11%[46 µM]
O=S(=O)(Nc1ccc(-c2ccc(N3CCCC3)nn2)cc1)c1ccc(OC(F)(F)F)cc1 | ?
Cc1cccc(C)c1NC(=O)CSc1nc2ccccc2c2nc(CCc3c(C)n[nH]c3C)nn12 | 8%[46 µM]
COc1ccc(-c2nc3c4ccccc4n(CC(=O)N4CCN(c5ccc(F)cc5)CC4)c(=O)n3n2)cc1 | -1%[46 µM]
O=C(Nc1ccccc1C(=O)OCc1cc(=O)n2ccsc2n1)c1cccc(F)c1 | ?
Cc1ccc(NC(=O)CCc2c(C)nn(-c3ccc(N4CCOCC4)nn3)c2C)cc1F | ?
CCCc1nn2c(=O)cc(COC(=O)C3CCCCC3)nc2s1 | -18%[46 µM]
COC(=O)c1ccc(NC(=O)NCCn2nnc3cc(S(=O)(=O)N(C)C)ccc32)cc1 | -2%[46 µM]
COC(=O)CNC(=O)N1CCN(S(=O)(=O)c2ccc3c(ccn3C)c2)CC1 | ?
CSc1ccc(CNC(=O)c2cc3c(=O)n(Cc4ccco4)ccc3nc2C)cc1 | ?
COc1ccc(CCNc2ncnc3c2cnn3-c2ccc(C)cc2)cc1 | ?
Cc1ccc(NC(=O)/C=C\C(=O)N(c2ccc(C(C)C)cc2)C(C(=O)NCc2ccco2)c2ccc(F)cc2)cc1 (stereo not given) | ?
COc1ccc(NS(=O)(=O)c2ccc3c(c2)C(C(C)C)C(=O)N3)cc1 (stereo not given) | 15%[46 µM]
CCN(CC)CCCNC(=O)c1c2c(nc3ccccc13)C(=O)N(C1CCCCC1)C2 | 0%[46 µM]
Cc1cccc(C)c1NC(=O)c1ccc2nc(CCc3ccccc3)oc2c1 | -14%[46 µM]
Cc1c(-c2cccc(NC(=O)C(C)(C)C)c2)nc2ncccn12 | 7%[46 µM]
CCc1cccc(C)c1NC(=O)c1cc(CN2CCCC2)on1 | 0%[46 µM]
CC1CCC(N2CC(=O)N(C3CCCCC3)C(c3ccc(F)cc3)C2=O)CC1 (stereo not given) | -14%[46 µM]
COc1ccc(NC(=O)c2c(NCc3ccc(C)o3)sc3c2CCC(C)C3)cc1 (stereo not given) | -27%[46 µM]
CCOC(=O)c1cc(-c2ccccc2)n(CCC(=O)Nc2ccc(Cl)c(C(F)(F)F)c2)c1C | -16%[46 µM]
Cc1ccccc1C(=O)NCc1ccc2c(c1)CCN2C(=O)c1ccc(F)cc1 | ?
CCc1cccc(NC(=O)C2Cc3ccccc3N2C(=O)c2ccccc2)c1 (stereo not given) | 6%[46 µM]
Cc1cc(C)cc(NC(=O)CSc2nc3sc4c(c3c(=O)[nH]2)CCCC4)c1 | ?
Cc1ccc(NS(=O)(=O)c2cc(Br)cc3c2N(C(=O)C2CC2)CC3)cc1C | ?
CCCCn1c(SCc2ccccc2C)nc2ccsc2c1=O | ?
Cc1csc2nc(COC(=O)c3ccc(NC(=O)C(C)C)cc3)cc(=O)n12 | 5%[46 µM]

The final 7 records of the section above are carried over, then new ones follow.
SMILES | Lamin A splicing
CCOC(=O)c1cc(-c2ccccc2)n(CCC(=O)Nc2ccc(Cl)c(C(F)(F)F)c2)c1C | -16%[46 µM]
Cc1ccccc1C(=O)NCc1ccc2c(c1)CCN2C(=O)c1ccc(F)cc1 | ?
CCc1cccc(NC(=O)C2Cc3ccccc3N2C(=O)c2ccccc2)c1 (stereo not given) | 6%[46 µM]
Cc1cc(C)cc(NC(=O)CSc2nc3sc4c(c3c(=O)[nH]2)CCCC4)c1 | ?
Cc1ccc(NS(=O)(=O)c2cc(Br)cc3c2N(C(=O)C2CC2)CC3)cc1C | ?
CCCCn1c(SCc2ccccc2C)nc2ccsc2c1=O | ?
Cc1csc2nc(COC(=O)c3ccc(NC(=O)C(C)C)cc3)cc(=O)n12 | 5%[46 µM]
CCOC(=O)c1sc2ccccc2c1S(=O)(=O)Nc1ccc(C(C)=O)cc1 | 8%[46 µM]
Cc1ccc(C2c3[nH]c4ccccc4c3CCN2C(=O)c2cccc(C)c2)cc1 (stereo not given) | ?
CCOC(=O)N1CCc2c(sc(NCc3sccc3C)c2C(=O)Nc2cc(OC)ccc2OC)C1 | ?
COc1ccccc1NC(=O)CC(C)n1nc(C)cc1C (stereo not given) | -13%[46 µM]
CCOc1ccccc1NS(=O)(=O)c1c(-c2ccc(C)cc2)csc1C(=O)OC | 7%[46 µM]
O=C(Nc1ccc(F)cc1Cl)C1Cc2ccccc2N1C(=O)c1ccccc1 (stereo not given) | ?
CCOc1cccc(NC(=O)c2ccc(F)c(S(=O)(=O)N(CC)c3cccc(C)c3)c2)c1 | 14%[46 µM]
CCOC(=O)c1ccccc1NC(=O)c1cnn(-c2ccc(OC)cc2)c1C1CCN(C(=O)OC(C)(C)C)CC1 | -7%[46 µM]
O=C(Nc1ccc(-c2nc3cc(NC(=O)c4ccc(Cl)cc4)ccc3o2)cc1)c1ccc(Cl)cc1 | 1%[46 µM]
Cc1ccc2nc(COc3ccccc3NC(=O)COc3ccc(F)cc3)cc(=O)n2c1 | 10%[46 µM]
COc1ccc(NC(=O)CCn2cnc3onc(-c4ccc(F)cc4)c3c2=O)cc1OC | -4%[46 µM]
COc1ccc(C(=O)Nc2nnc(SCc3cc(=O)c4cccc(F)c4[nH]3)s2)cc1 | -27%[46 µM]
CCC(C(=O)OCc1cc(=O)n2nc(C)sc2n1)c1ccccc1 (stereo not given) | 2%[46 µM]
Cc1cc(C)cc(NC(=O)CN2C(=O)c3ccccc3Sc3ccc(C(=O)N4CCOCC4)cc32)c1 | -19%[46 µM]
CCOc1ccc(S(=O)(=O)Nc2ccc3c(c2)CCCN3S(=O)(=O)c2ccc(C)cc2)cc1 | -2%[46 µM]
Cc1ccc(NC(=O)N2CCC(n3c(C)nc4cccnc43)CC2)c(Cl)c1 | 5%[46 µM]
CCOC(=O)c1ccccc1NC(=O)N(C)CCc1c(C)nn(CC)c1C | -8%[46 µM]
Cc1nc2nc(SCc3ccc(F)cc3Cl)nn2c(C)c1Cc1ccccc1 | ?
Cn1ccc2c(OCC(=O)NCc3ccccc3)cccc2c1=O | -1%[46 µM]
COc1ccc(CN2CCCN(CC(=O)Nc3ccc(Br)cc3F)S2(=O)=O)cc1 | ?
Cc1ccc(/C=C/c2onc(C)c2S(=O)(=O)N2CCC(C(=O)Nc3cccc(C#N)c3)CC2)cc1 | 7%[46 µM]
COc1ccc(-c2cc(C(C)=O)c(C)n2CCC(=O)Nc2cccc(C)c2C)cc1 | ?
Cc1nn2c(=O)cc(COC(=O)c3cccc(NC(=O)c4ccc(C(C)(C)C)cc4)c3)nc2s1 | ?
Cc1ccc(CSc2nc3cc(C(=O)NC4CCCC4)ccc3c(=O)n2Cc2ccccc2)cc1 | -4%[46 µM]
COc1ccccc1N1CCN(C(=O)CSc2n[nH]c(-c3ccccc3)n2)CC1 | 13%[46 µM]
CCN(CC)c1nc2ccccc2nc1C(=O)Nc1cc(OC)c(OC)c(OC)c1 | -14%[46 µM]
Cc1cccn2c(=O)cc(COc3ccc(NC(=O)COc4ccc(F)cc4)cc3)nc12 | ?
Oc1c(C(c2ccc(F)cc2)N2CCN(Cc3ccccc3)CC2)sc2nc(-c3ccco3)nn12 (stereo not given) | -16%[46 µM]
CCOc1ccc(NC(=O)CN2CCN(CC(=O)Nc3ccccc3OCC)CC2)cc1 | ?
CC(=O)c1cccc(NC(=O)c2ccc3nc(C(C)C)oc3c2)c1 | ?
O=C(Nc1ccc(Br)cc1F)c1cc(S(=O)(=O)NC2CCCC2)ccc1F | ?
Cc1cccc(NC(=O)c2c(C)oc3ncn(CC(C)C)c(=O)c23)n1 | -17%[46 µM]
Cc1ccc(-n2ncc3c(NCc4ccccc4)ncnc32)cc1C | -7%[46 µM]
Cc1cc(C)cc(NC(=O)c2sc3nc4n(c(=O)c3c2C)N=C(c2ccccc2)CS4)c1 | ?
COc1ccc(Nc2cc(C(=O)NCCCN3CCN(c4ccc(OC)cc4)CC3)c3ccccc3n2)cc1 | ?
CCN(CC)C(=O)c1sc2c(c1C)c(=O)n(-c1ccc(C)c(C)c1)c(=O)n2CC(=O)Nc1ccc(F)cc1 | -5%[46 µM]
COc1ccc(CNC(=O)C2CCN(S(=O)(=O)c3c(C)noc3/C=C/c3ccccc3F)CC2)cc1 | 2%[46 µM]
Cc1nn(CCCC(=O)Nc2cccc(C(F)(F)F)c2)c(=O)c2nn(-c3ccccc3)c(C)c12 | -3%[46 µM]
CCC1CCCCN1S(=O)(=O)c1cc(C(=O)Nc2ccc(C)c(F)c2)ccc1F (stereo not given) | ?
CCc1ccc(CNC(=O)CCCN2C(=O)CCn3nc(-c4cccn4C)cc32)cc1 | 5%[46 µM]
COc1cc(-c2noc(CSc3nc(-c4ccccc4)cc(=O)[nH]3)n2)cc(OC)c1OC | -17%[46 µM]
COc1cccc(CN2C(=O)c3ccccc3Sc3ccc(C(=O)OCc4ccco4)cc32)c1 | ?
CCNC(=O)C1CCCN(c2ncnc3onc(C)c23)C1 (stereo not given) | 11%[46 µM]
COc1ccc(C2c3c(oc4ccc(C)cc4c3=O)C(=O)N2CCCN2CCOCC2)cc1OC (stereo not given) | 10%[46 µM]
CCCCN(CC)CCNC(=O)c1c(C)oc2ncnc(N3CCOCC3)c12 | 11%[46 µM]
O=C(Nc1ccc(F)cc1F)c1c2c(nc3ccccc13)C(=O)N(C1CCCCC1)C2 | 1%[46 µM]
COc1cccc(NC(=O)CCc2nc3c(C)nn(-c4ccc(C)cc4)c3n(C)c2=O)c1 | -5%[46 µM]
COc1ccc(-c2cccc(NS(=O)(=O)c3ccc(NC(C)=O)cc3)c2)nn1 | -14%[46 µM]
COCCNC(=O)c1sc2ncccc2c1-n1c(C)ccc1C | -11%[46 µM]
Cc1ccc(S(=O)(=O)C(CNS(=O)(=O)c2cc(F)ccc2F)c2cccs2)cc1 (stereo not given) | -3%[46 µM]
CCCCC(=O)N1CCN(c2nc3c(C)c(C)ccc3s2)CC1 | 2%[46 µM]
Cc1cccc(Cn2c(-c3cccc(Br)c3)nc3ccccc32)c1 | -13%[46 µM]
CC(C)NC(=O)C1CCC(Cn2c(=O)c3sccc3n(Cc3ccc(F)cc3)c2=O)CC1 (stereo not given) | ?

Source: PubChem (National Center for Advancing Translational Sciences (NCATS))
